# Source: PubChem
# MBNL1-CUG inh = blocks human MBNL1 binding to CUG repeat RNA. TR-FRET MBNL1-His/biotin-(CUG)12 binding, 665/545 ratio. Potency, µM (titrated, usually from 57.5 µM), for the others: at the top dose activity change, negative = inhibition, most hits filed as inhibitors. 280,000 compounds, 0.036% hits. AID 2675; active means well fitted inhibition curve with a large enough effect in the signal ratio, with a control signal flat, not every such curve was filed as active; inconclusive means small, poorly fitted or top-dose-only effect, or effect the other way, or a change in a side signal; inactive means no such curve, though single readings can be large or run the other way; the % refers to the signal ratio; further: on the % scale 0 is the no-effect control and ±100 the full control effect
# Target sequence (Q9NR56 whole entry, looked up): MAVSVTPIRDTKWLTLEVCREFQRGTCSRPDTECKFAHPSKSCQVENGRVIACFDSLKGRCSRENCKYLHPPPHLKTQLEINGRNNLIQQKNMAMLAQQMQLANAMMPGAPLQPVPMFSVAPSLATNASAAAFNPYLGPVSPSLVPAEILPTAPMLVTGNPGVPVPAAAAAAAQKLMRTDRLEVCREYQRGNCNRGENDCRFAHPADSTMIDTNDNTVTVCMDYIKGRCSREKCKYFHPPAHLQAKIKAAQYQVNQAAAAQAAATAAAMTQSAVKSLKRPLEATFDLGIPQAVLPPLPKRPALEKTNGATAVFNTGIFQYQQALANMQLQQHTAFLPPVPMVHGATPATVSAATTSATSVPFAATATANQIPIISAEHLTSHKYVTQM
#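 TR-FRET between His-tagged MBNL1 and biotin-(CUG)12 RNA, detected with Tb anti-His antibody (0.055 ng/ul) and streptavidin-XL665 (5 nM), 60 min at room temperature. Compounds titrated 92 nM to 58 uM; 665/545 nm ratio normalized to buffer and complex controls.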
# ELG1 genotox = induces genotoxicity in HEK293T cells with luciferase-tagged ELG1; HEK293T ELG1-luciferase reporter, luminescence, 16 h; Potency, µM (titrated, usually from 46 µM), without a hit: at the top dose activity change, positive = activation, usual class: activators; 330,000 compounds, 1.3% hits; further: % of control where 0% means no effect; nearly all actives have a fitted effect of over 60% in size
#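 Genotoxicity was scored as increased ELG1-luciferase reporter signal, measured by ONE-Glo luminescence (30 min, room temperature). Compound or vehicle exposure of the HEK293T reporter cells lasted 16 hr at 37°C.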
# RORgamma inh = ROR gamma (mouse) transcription inhibition. AID 2551. Potency, µM (doses to about 53.6 µM), for inactives: at the top dose activity change, negative = inhibition, usual class: inhibitors. 310,000 compounds, 5.4% hits. P51450. Drosophila S2 Gal4-RORgamma UAS-luciferase reporter, 20 h; further: on the % scale 0 is the no-effect control and ±100 the full control effect; nearly all actives have a fitted effect of over 60% in size
# Target sequence (P51450 whole entry, looked up, the tested form may be a part): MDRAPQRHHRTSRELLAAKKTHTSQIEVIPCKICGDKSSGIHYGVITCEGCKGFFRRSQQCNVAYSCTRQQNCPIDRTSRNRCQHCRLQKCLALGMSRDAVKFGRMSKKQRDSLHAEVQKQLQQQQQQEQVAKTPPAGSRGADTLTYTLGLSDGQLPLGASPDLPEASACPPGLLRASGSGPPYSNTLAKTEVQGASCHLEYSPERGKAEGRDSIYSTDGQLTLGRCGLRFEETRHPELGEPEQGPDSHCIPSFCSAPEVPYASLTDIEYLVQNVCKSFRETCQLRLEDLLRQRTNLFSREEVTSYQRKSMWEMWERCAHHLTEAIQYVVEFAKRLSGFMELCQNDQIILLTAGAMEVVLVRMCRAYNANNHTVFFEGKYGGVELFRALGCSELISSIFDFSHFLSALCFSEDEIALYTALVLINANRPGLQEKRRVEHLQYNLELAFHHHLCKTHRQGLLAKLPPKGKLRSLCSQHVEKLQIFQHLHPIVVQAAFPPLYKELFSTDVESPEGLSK
#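 Stably transfected Drosophila Schneider cells are the test system, with ROR gamma fused to Gal4 and luciferase under UAS control; luminescence is read after 20 hr of 700 uM copper sulfate induction at ambient temperature.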
# p53 reactivation = restores transcriptional activity of mutant p53 | H1299 p53-A138V BP100-luciferase reporter, luminescence, 24 h | Potency, µM (top dose mostly 92.2 µM), inactives show at the top dose activity change, positive = activation, hits mostly activators | 320,000 compounds, 0.063% hits | AID 504706; further: % of control where 0% means no effect; nearly all actives have a fitted effect of over 45% in size
#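 H1299 (p53-null), stable ts p53-A138V + BP100-Luc; 1000 cells/well, Opti-MEM/10% FBS; cpd 4 pt, 1:5; 24 h, 37 deg C, 5% CO2; detection reagent 10 min RT; luminescence.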
# NPC1 promoter act = NPC1 promoter activation; Huh7 NPC1 promoter luciferase reporter, 24 h; Potency, µM (highest dose often 9.22 µM), for the others: at the top dose activation, actives largely listed as activators; 320,000 compounds, 2.4% hits;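 further: % of control where 0% means no effect; nearly all actives have a fitted effect of over 60% in size; reporter is driven by a mutant NPC1 promoter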
#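 Cells: Huh7 expressing luciferase under the NPC1 promoter, 1500/well. Seeded 2 h, compound added, incubated 24 h at 37 °C. Luciferase reagent, 10 min ambient, then luminescence.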
# uPA generation = cell surface uPA generation inhibition | cell surface uPA generation assay, qHTS | Potency, µM (highest dose often 38.3 µM), inactives show at the highest dose activity change, negative = inhibition, hits mostly inhibitors | 330,000 compounds, 0.31% hits | AID 540303; active means well fitted inhibition curve with a large enough effect; inconclusive means small, poorly fitted or top-dose-only effect; inactive means no such curve, though single readings can be large or run the other way; tested in mouse RAW 264.7 cells; further: on the % scale 0 is the no-effect control and ±100 the full control effect; nearly all actives have a fitted effect of over 55% in size
# FLuc modulator = inhibits or activates purified firefly luciferase, miR-21 counter-screen; P08659; purified FLuc, Km substrates, luminescence inhibition; Potency, µM (top dose mostly 57.5 µM), without a hit: top-dose activity change, negative = inhibition, hits mostly inhibitors; 360,000 compounds, 6.9% hits; AID 588342;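 further: plate controls were vehicle for no effect and reference inhibitor for full effect; nearly all actives have a fitted effect of over 55% in size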
#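 Purified P. pyralis luciferase, 10 nM final, with Km-level 10 uM D-luciferin and 10 uM ATP in 50 mM Tris acetate pH 7.5, 10 mM Mg acetate, 0.01% Tween-20, 0.05% BSA; 6-point qHTS titration about 60 µM downward; luminescence read.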
# Rab9 promoter act = Rab9 promoter activation; Huh7 Rab9 promoter-luciferase reporter, luminescence, 24 h; Potency, µM (doses to about 9.22 µM), inactives show at the top dose activation, negative = inhibition, most hits filed as activators; 320,000 compounds, 2.8% hits; AID 485297; further: % of control where 0% means no effect; nearly all actives have a fitted effect of over 60% in size
#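 Measured in stably transfected Huh7 cells bearing a Rab9 promoter–luciferase construct: 24 h compound treatment at 37 °C, followed by luminescence detection.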
# VP16 counter = Gal4-VP16 reporter inhibition counter-screen | Drosophila S2 Gal4-VP16 UAS-luciferase, luminescence, 20 h | Potency, µM (top dose mostly 53.6 µM), for the others: at the top dose activity, negative = inhibition, actives largely listed as inhibitors | 310,000 compounds, 3.5% hits | AID 2546;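 further: Gal4-VP16 expression switched on by copper sulfate through the metallothionein promoter; on the % scale 0 is the no-effect control and ±100 the full control effect; nearly all actives have a fitted effect of over 50% in size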
# BRCA1 expr act = BRCA1 expression activation | MCF7-BRCA1-FFLuc reporter, luminescence, 48 h; response scale: scaled: vehicle 0%, 10 µM genistein 100% | Potency, µM (titrated, usually from 46.1 µM), inactives show top-dose activation, actives largely listed as activators | 380,000 compounds, 1.1% hits; further: nearly all actives have a fitted effect of over 80% in size; some results filed as inactive show a strong effect at the top dose
#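 Quantitative HTS in MCF7 cells stably reporting BRCA1 expression via firefly luciferase. Compound treatment lasts 48 h at 37 °C in phenol-red free MEM. Activation is expressed relative to genistein at 10 microM and DMSO.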
# Numbers without * were called inactive; ? = inconclusive; . = not tested or not shown; [ ] = remark or other dose. Unless noted, the call rests on the fitted dose curve; in most records, active means well fitted curve in the direction sought with a large enough effect; inconclusive means small, poorly fitted or top-dose-only effect, or another doubt; inactive means no such curve, though single readings can be large; an effect the other way counts as inactive or inconclusive. Potency means the concentration at half of the fitted maximal effect.
SMILES,MBNL1-CUG inh,ELG1 genotox,RORgamma inh,p53 reactivation,NPC1 promoter act,uPA generation,FLuc modulator,Rab9 promoter act,VP16 counter,BRCA1 expr act
O=C(c1cccc(S(=O)(=O)N2CCOCC2)c1)N1CCN(c2ccccc2)CC1,.,1%,.,-14%,0%,2%,.,18%,.,-4%
O=C(N/N=C/C=C/c1ccccc1)c1n[nH]c2c1CCC2,11%,?,9%,27%,2%,-15%,-5%,-2%,-25%,-33%
COc1cc2c(cc1OC)C(/C(C#N)=N\O)=NC(C)(C)C2,?,?,-23%,6%,-3%,-7%,3%,1%,-4%[0.365 µM],0%
Cc1ccnc(S(=O)(=O)Cc2ccc([N+](=O)[O-])cc2)n1,?,-7%,-32%,?,-1%,-13%,0%,-5%,-14%,-70%
COc1ccc(CNC(=O)C2CCN(S(=O)(=O)N3CCC4(CC3)OCCO4)CC2)c(OC)c1,-24%,3%,11%,-2%,-2%,1%,4%,-11%,-13%,-23%
COc1ccc(N2C(=O)C3C(C2=O)C(C(=O)c2ccccc2)N2CCCC32)cc1 (stereo not given),?,8%,11µM*,?,-3%,-13%,-11%,-2%,?,-38%
COCCCN1CC(=O)N2Cc3[nH]c4ccccc4c3C[C@H]2C1=O,-8%,0%,-1%,-3%,2%,3%,-1%,-6%,-3%,12%
CC(C)(C)c1ccc(-c2nnc(N)s2)cc1,9%,?,-25%,12%,1.4µM*,?,1.9µM*,1.4µM*,-9%,?
COc1ccc(N(CC(=O)N/N=C/c2cc3ccc(OC)cc3nc2Cl)S(=O)(=O)c2ccccc2)cc1,5%,0%,4%,-17%,-4%,.,0%,0%,3%,.
COc1ccc2nc(NC(=O)[C@@H]3CCCN3C(=O)c3cccs3)sc2c1,-7%,-1%,41%,1%,8%,6%,?,-2%,14%,18%
CCc1cc(CNC(=O)C2CCC(=O)N(CCc3ccc(OC)cc3)C2)on1 (stereo not given),-2%,-1%,1%,-1%,1%,0%,-1%,0%,4%,-12%
CCn1c(SCC(=O)Nc2ccc(N(C)C)cc2)nnc1-c1ccco1,2%,7%,-1%,1%,0%,-1%,-15%,-1%,10%,-8%
COc1cc(C(=O)Nc2ccc3c(c2)OCO3)ccc1OCc1c(C)noc1C,-2%,4%,35%,3%,4%,-7%,?,-1%,-1%,0%
CC1=CCC2C(=O)N(Cc3ccccc3)C(=O)C2C1 (stereo not given),0%,-4%,-36%,1%,2%,-6%,-2%,7%,-2%,14%
O=c1c2ccccc2[nH]c(=S)n1CCCN1CCN(C2CCCCC2)CC1,-7%,21%,24%[0.365 µM],-1%,2%,-1%,3%,-3%,.,-25%
CC1=CC(C)(C)N(C(=O)c2ccc(F)cc2)c2cc3c(cc21)OCO3,-9%,-10%,-32%,-8%,2%,6%,1%,-4%,-21%,-54%
CCC(C)NC(=O)CC1Oc2ccc(C)cc2NC1=O (stereo not given),-1%,-7%,-15%,2%,0%,1%,4%,-3%,0%,5%
COc1cc(CNc2nc(C)c([N+](=O)[O-])c(C)c2C#N)cc(OC)c1,?,1%,-9%,7%,-2%,12%,-2%,2%,0%,-4%
COCCN(C(=O)COC(=O)C12CC3CC(CC(Cl)(C3)C1)C2)c1c(N)n(Cc2ccccc2)c(=O)[nH]c1=O,.,-7%,.,-2%,-3%,-6%,3%,-4%,.,0%
Cc1ccc(NC(=O)/C(=C\c2cccs2)NC(=O)c2ccccc2)cc1,.,-1%,-3%,-5%,-2%,3%,-9%,9%,0%,-11%
CSc1cccc(NC(=O)C2CCCN(c3ncnc4c3nc3n4CCCCC3)C2)c1 (stereo not given),-1%,-9%,29%,29%,-3%,3%,1%,-2%,8%,-50%
COc1ccccc1CN1CCN(Cc2nc(-c3ccc(C)cc3)oc2C)CC1,-20%,-5%,-27%,.,-7%,-11%,2%,-2%,0%,0%
COc1ccccc1C(=O)NCCC(=O)N1CC=C(c2ccccc2)CC1,.,-2%,.,-6%,1%,13%,-26%,-1%,.,0%
CCN=C1SCC(=O)N1c1ccc(OC)cc1,-2%,15%,-2%,-1%,4%,0%,1%,-1%,-4%,0%
CC(C)(C)n1ncc2c(=O)n(CC(=O)c3ccccc3)cnc21,-10%,15%,?,?,?,-4%,24µM*,4.5µM*,?,13µM*

# Taken from above:
# Reading for CCC(C)NC(=O)CC1Oc2ccc(C)cc2NC1=O (stereo not given) in NPC1 promoter act: 0%
# Reading for Cc1ccc(NC(=O)/C(=C\c2cccs2)NC(=O)c2ccccc2)cc1 in uPA generation: 3%
# Reading for CC1=CC(C)(C)N(C(=O)c2ccc(F)cc2)c2cc3c(cc21)OCO3 in Rab9 promoter act: -4%

# The list continues:
SMILES,MBNL1-CUG inh,ELG1 genotox,RORgamma inh,p53 reactivation,NPC1 promoter act,uPA generation,FLuc modulator,Rab9 promoter act,VP16 counter,BRCA1 expr act
C[C@@H]1CC2[C@@H]3CC[C@H]4CC(=O)CC[C@]4(C)C3=CC[C@]2(C)[C@@]1(O)C(=O)CO (stereo not given in full),6%,-6%,11%,2%,-4%,-3%,0%,-14%,5%,-13%
Cn1c(=O)c2cc(S(=O)(=O)NC(Cc3ccccc3)C(=O)NCC3CCCO3)ccc2n(C)c1=O (stereo not given),-9%,-2%,27%,2%,2%,-33%,0%,1%,9%,-11%
O=C(NC1CCCC1)c1cnn2c(C(F)(F)F)cc(-c3ccco3)nc12,?,-2%,14%,-6%,-2%,3%,8%,-7%,?,-23%
Cc1ccc(C(=O)N2CC(=O)Nc3ccc(F)cc3C2c2ccccc2)cc1 (stereo not given),9%,-1%,22%,-4%,2%,6%,0%,-1%,10%,-1%
CC1CCCC2(C1)NC(=S)N(c1ccccc1)N2 (stereo not given),2%,2%,13µM*,5%,6%,-6%,-4%,-10%,-9%,-58%
Fc1ccc(-c2csc(NC3=NCCC3)n2)cc1,0%,?,9%,2%,8%,-4%,?,12%,-17%,50%
COc1ccc(CNC(=O)C(OC(=O)c2ccco2)c2ccc(F)cc2)cc1 (stereo not given),2%,-2%,6%,1%,3%,2%,1%,-2%,1%,0%
Cc1cc(Nc2ccc(N(C)C)cc2)n2ncnc2n1,-1%,10%,4%,-1%,-1%,-2%,17µM*,-2%,?,9%
CCOC(=O)c1ccc(S(=O)(=O)NNC(=O)COc2ccccc2C)cc1,-7%,6%,1%,-1%,-4%,-2%,0%,12%,-5%,-1%
Cc1nn(CC(=O)N2CCN(C(=O)c3ccco3)CC2)c(C)c1[N+](=O)[O-],.,0%,.,0%,.,-5%,.,.,.,-2%
CCOC(=O)C1CCCN(C(=O)c2cncc(Br)c2)C1 (stereo not given),1%,-7%,-27%,0%,2%,3%,4%,3%,4%,1%
Cc1ccc(NC(=O)c2ccc(NCCc3ccccc3)c([N+](=O)[O-])c2)cc1F,16%,9%,-34%,2%,2%,-5%,-5%,-2%,-25%,-48%
COc1cc(C(=O)N(Cc2ccccn2)CC2CCCO2)cc(OC)c1OC (stereo not given),0%,-7%,5%,1%,1%,-4%,1%,-1%,-3%,-4%
CCN1CCN(C(c2cccs2)C(C)NC(=O)c2cccc(OC)c2)CC1 (stereo not given),-2%,-6%,7%,4%,3%,-3%,0%,0%,?,-1%
COc1ccc(-c2noc(C3CCCN(C(=O)c4cccs4)C3)n2)cc1 (stereo not given),-8%,1%,26%,8%,-1%,.,?,12%,6%,-1%
CCOc1ccc2c(c1)c(=O)c(S(=O)(=O)c1ccc(CC)cc1)cn2C,-5%,6%,-26%,-4%,-5%,4%,1%,4%,0%,8%
O=C(NC1CC1)c1cc(F)c(F)cc1Cl,-3%,4%,-5%,2%,-2%,.,5%,6%,-24%,7%
Cc1ccc(-n2c(SCC(=O)NCCN3C(=O)CSC3=O)nnc2-c2ccccc2)cc1,.,0%,-10%,-1%,-1%,2%,3%,1%,3%,-19%
CSCC(=O)N1CCCC(CO)(Cc2ccccc2C)C1 (stereo not given),13%,3%,?,-2%,-10%,2%,-3%,-1%,10%,14%
O=C(CNC1=NCCC1)c1ccc(Cl)cc1,?,0%,-41%,?,0%,-6%,3%,-4%,-20%,-13%
O=C(c1cccc(Cl)c1)N1CCC2(CC1)NCCc1[nH]cnc12,-6%,0%,-19%,3%,-3%,?,-1%,0%,2%,-3%
CC(C)NC(=O)Nc1cccc2c1O[C@H](CN(C)C(=O)NC1CCCCC1)[C@@H](C)CN([C@H](C)CO)C2=O,.,-1%,.,-1%,.,-9%,.,.,.,2%
O=C(CN1CCN(C(=O)c2ccco2)CC1)Nc1cccc([N+](=O)[O-])c1,?,0%,14%,2%,-2%,-5%,2%,-2%,-10%,14%
CCN(CC)c1cc(C)c2cc(NC(=O)CNC(C)=O)ccc2n1,-1%,3%,-1%,-11%,-3%,3%,-14%,7%,-10%,10%
CCOc1ccccc1NC(=O)NCCN1CCCCC1,0%,-1%,-11%,13%,0%,0%,4%,-2%,-5%,-11%
O=C(C1CCN(S(=O)(=O)c2cccnc2)CC1)N1CCN(c2cccc(Cl)c2)CC1,14%,-12%,-13%,-7%,1%,-22%,0%,-25%,?,0%
N/C(=N\OC(=O)c1cccnc1)c1ccccc1Cl,5%,3%,0%,?,23%,?,17µM*,20%,10%,55%
